FBW7 activator – activators of human E3 ligase FBW7 | AlphaScreen FBW7–phospho-cyclin E peptide binding, activator screen | normalized activity (activation), % at 26.1 µM | 0.13% of 650,000 active; in the data active means normalized activity above about 1.9%;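 further: purified mutant Fbw7 with reduced substrate affinity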
MITF primary – inhibitors of human MITF; AlphaScreen MITF homodimerization, bead proximity signal; O75030; 0.91% of 650,000 active; inhibition, % at 2.6 µM; in the data active means inhibition above about 50%;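 further: 0% = vehicle wells with protein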
Target sequence (O75030 whole entry, looked up): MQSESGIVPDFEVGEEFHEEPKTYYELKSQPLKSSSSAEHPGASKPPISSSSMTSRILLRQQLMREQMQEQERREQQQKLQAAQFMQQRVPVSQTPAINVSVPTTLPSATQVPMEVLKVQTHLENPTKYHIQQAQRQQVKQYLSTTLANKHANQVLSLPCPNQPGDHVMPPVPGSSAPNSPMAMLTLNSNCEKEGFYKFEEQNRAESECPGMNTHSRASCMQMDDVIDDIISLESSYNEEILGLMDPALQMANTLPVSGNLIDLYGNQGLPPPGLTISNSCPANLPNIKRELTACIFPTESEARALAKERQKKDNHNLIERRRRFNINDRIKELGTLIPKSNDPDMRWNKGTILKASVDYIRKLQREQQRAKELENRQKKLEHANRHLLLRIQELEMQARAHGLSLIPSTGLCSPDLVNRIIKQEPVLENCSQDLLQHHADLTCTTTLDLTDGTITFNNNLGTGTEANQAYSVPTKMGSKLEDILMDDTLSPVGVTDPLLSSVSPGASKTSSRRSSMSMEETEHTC
GPR151 activ – activators of human GPR151; PathHunter beta-arrestin GPR151 cells, luminescence; activation, % at 11.2 µM; 1% of 650,000 active; AID 1508602; in the data active means activation above about 4.9%;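 further: 0% = median of compound wells and 100% = cells with positive control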
Target sequence (Q8TDV0 whole entry, looked up): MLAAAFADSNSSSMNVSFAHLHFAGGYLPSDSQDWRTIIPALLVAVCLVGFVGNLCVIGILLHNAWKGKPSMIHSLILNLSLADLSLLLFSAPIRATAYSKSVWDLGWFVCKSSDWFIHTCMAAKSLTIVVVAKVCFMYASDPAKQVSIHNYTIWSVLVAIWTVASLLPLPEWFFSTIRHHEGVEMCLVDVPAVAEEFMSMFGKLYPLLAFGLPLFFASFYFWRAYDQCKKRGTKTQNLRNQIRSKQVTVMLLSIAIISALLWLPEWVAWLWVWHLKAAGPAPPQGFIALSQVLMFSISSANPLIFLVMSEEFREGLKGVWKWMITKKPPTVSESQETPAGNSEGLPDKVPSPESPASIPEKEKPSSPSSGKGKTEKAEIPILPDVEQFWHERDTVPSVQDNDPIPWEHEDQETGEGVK
TEAD-YAP inh – TEAD-YAP interaction inhibition. HEK-TIYL cells, TEAD-Gal4/YAP UAS-luciferase luminescence. inhibition, % at 9.12 µM. 1.4% of 640,000 active. AID 1259422; in the data active means inhibition above about 32%;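 further: 0% = median of test compound wells and 100% = reference inhibitor wells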
Numbers without * were called inactive. Random draw from the library; 3.4% or so of the library scored in one or more.

SMILES | FBW7 activator | MITF primary | GPR151 activ | TEAD-YAP inh
COc1ccccc1N1CCN(C(c2ccc(C)cc2)c2nnnn2CC2CCCO2)CC1 (stereo unspecified) | 0.3 | 4 | -0.4 | 2
CC(C(=O)NCc1cccs1)N1Cc2ccccc2C1=O (stereo unspecified) | -0.1 | -4 | -0.4 | 8
COc1ccc(-c2cccc(C(=O)Nc3ccc(NC(C)=O)cc3)n2)cn1 | 0.0 | -7 | 1.1 | 14
c1ccc(N2CCN(c3nc4ccccc4n4nnnc34)CC2)nc1 | 0.0 | -4 | -1.5 | -16
COC(=O)C1=CN(Cc2ccc(OC)cc2)C=C(C(=O)OC)C1c1ccc(OCc2ccccc2)c(OC)c1 | 0.0 | -1 | 2.2 | -13
COc1cc(NC(=O)CSc2nc3ccccc3n2S(=O)(=O)c2ccc(Cl)cc2)cc(OC)c1OC | 0.8 | -4 | -1.2 | -1
Cc1cccc(N2CCN(C(=O)CN3CCOc4ccccc43)CC2C)c1 (stereo unspecified) | 0.0 | 7 | 0.3 | 8
CCN(CC)CCn1c(=S)[nH]c2cc(C(=O)NC3CCCCC3)ccc2c1=O | 0.4 | 2 | -1.2 | -3
Cc1ccc(CN2CCOc3ccc(C4(O)CCN(C)CC4)cc3C2)s1 | 0.0 | 3 | 0.9 | -13
Cc1cc(C)c(OCCCCN2CCNCC2)c(C)c1 | 0.0 | 0 | -0.2 | -4
CSc1ccccc1NC(=O)COC(=O)c1ccc([N+](=O)[O-])o1 | 0.2 | 8 | 0.8 | 14
COc1ccc(/C=C/c2ccc(OC)cc2)cc1 | 0.0 | 5 | -1.1 | -19
CC1=C(C(N)=O)C(c2ccc3c(c2)OCO3)n2nc(-c3ccccc3Cl)nc2N1 (stereo unspecified) | 0.2 | 24 | 0.6 | -16
CC1=NN(c2ccc(C(=O)O)cc2)C(=O)/C1=C\c1ccco1 | -0.1 | 48 | 1.7 | 5
Cc1csc(NC(=O)CSc2nc(C3CC3)nc3sc(C)c(C)c23)n1 | 0.0 | 9 | 6.3* | -17
COc1ccc(C(=O)N2CCCC(C)C2)cc1[N+](=O)[O-] (stereo unspecified) | -0.1 | 1 | -1.0 | -4
O=C(NC(=S)Nc1nnc(Cc2ccccc2)s1)c1ccc(Br)cc1 | 0.0 | 0 | -1.1 | -2
O=C(Cn1c2ccccc2c2cn[nH]c(=O)c21)NCc1ccccc1 | -0.2 | -1 | -1.0 | -1
COC(=O)c1cnn(C(=O)c2ccc(OC)cc2)c1N | 0.1 | 6 | 6.2* | -4
O=C(CCc1ccccc1)OCCN=C1NS(=O)(=O)c2ccccc21 | 0.8 | -12 | -1.4 | 1
O=C(COC(=O)CNS(=O)(=O)/C=C/c1ccccc1)Nc1ccccc1OC(F)F | -0.1 | -4 | -1.4 | -2
O=C(CSc1ncn[nH]1)NC12CC3CC(CC(C3)C1)C2 | 0.0 | -3 | 2.2 | -7
COc1ccc(NC(=O)c2ccc(C)c(NC3=NC4CS(=O)(=O)CC4S3)c2)cc1 (stereo unspecified) | 0.1 | -3 | 0.4 | 0
CC(c1ccccc1)n1cc(C(=O)Nc2ccccc2N2CCOCC2)nn1 (stereo unspecified) | 0.1 | 13 | -0.2 | 7
COc1cccc(NC(=O)c2ccnc(N3CCC(C(=O)N4CCOCC4)CC3)c2)c1 | -0.3 | 2 | 0.2 | 23
COc1ccc(C(=O)NNC(=O)c2cccc3ccccc23)cc1OC | -0.1 | -3 | -0.6 | -4
C=CCn1c(SCc2ccc(C(=O)OC)cc2)nc2ccccc2c1=O | 0.1 | 1 | 0.3 | -8
O=C(Nc1ccc(I)cc1)C1CC(=O)N(CCc2ccccc2)C(=Nc2ccc(F)cc2)S1 (stereo unspecified) | 0.2 | -1 | 0.5 | 1
COc1cc(/C=C(\C#N)C(=O)NCC2CCCO2)ccc1OC(=O)c1cccs1 (stereo unspecified) | 0.0 | 2 | -0.6 | 1
O=C(CNC(=O)c1ccccc1F)c1ccccc1 | -0.1 | 0 | -1.1 | -54
OC1CCN(Cc2ccc3c(c2)CN(Cc2ccc(-c4ccco4)cc2)CCO3)CC1 | -0.2 | 2 | -1.1 | -10
Cc1ccc(S(=O)(=O)c2ccc(-c3ccc([N+](=O)[O-])cc3)cc2)cc1 | 0.3 | 10 | -0.3 | 4
O=C(Nc1ccc(O)c(-c2nc3ccccc3o2)c1)c1cccnc1 | 0.0 | 17 | -0.2 | 5
O=C(COc1ccccc1)Nc1nnc(SCc2cccc(F)c2)s1 | 0.0 | 15 | 0.0 | -2
O=C(c1cccc(Br)c1)c1ccc2c(c1)OCCO2 | 0.1 | 13 | -0.5 | -24
CC(C)c1ccc(NC(=O)Nc2cccs2)cc1 | 0.6 | 11 | 0.3 | -48
Cc1ccnn1CCC(=O)N1CCC(c2[nH]ncc2-c2ccncc2)CC1 | 0.0 | 19 | -1.0 | -6
Cc1ccc(C(=O)C(C)Sc2nnc(N)s2)cc1C (stereo unspecified) | -0.2 | -5 | -0.1 | -21
COCCNC(=O)Cn1cc(/C=C(\C#N)C(=O)Nc2cccc(C)c2C)c2ccccc21 | 0.0 | -1 | 3.9 | 2
COC(=O)c1cc(S(=O)(=O)Nc2ccccc2OC)cn1C | 0.1 | 4 | 0.0 | 0

An excerpt from above in order of length of the SMILES, smallest number first:
SMILES | FBW7 activator | MITF primary | GPR151 activ | TEAD-YAP inh
Cc1ccc(C(=O)C(C)Sc2nnc(N)s2)cc1C (stereo unspecified) | -0.2 | -5 | -0.1 | -21
O=C(CSc1ncn[nH]1)NC12CC3CC(CC(C3)C1)C2 | 0.0 | -3 | 2.2 | -7
Cc1ccnn1CCC(=O)N1CCC(c2[nH]ncc2-c2ccncc2)CC1 | 0.0 | 19 | -1.0 | -6
OC1CCN(Cc2ccc3c(c2)CN(Cc2ccc(-c4ccco4)cc2)CCO3)CC1 | -0.2 | 2 | -1.1 | -10
COc1cccc(NC(=O)c2ccnc(N3CCC(C(=O)N4CCOCC4)CC3)c2)c1 | -0.3 | 2 | 0.2 | 23
O=C(Nc1ccc(I)cc1)C1CC(=O)N(CCc2ccccc2)C(=Nc2ccc(F)cc2)S1 (stereo unspecified) | 0.2 | -1 | 0.5 | 1

The list continues.
SMILES | FBW7 activator | MITF primary | GPR151 activ | TEAD-YAP inh
CC(C)(C)c1ccc(S(=O)(=O)N2CC(O)CC2C(=O)O)cc1 (stereo unspecified) | 0.8 | 20 | -0.4 | -1
Cn1c(=O)c2c(nc(NCc3ccccc3)n2Cc2c(F)cccc2Cl)n(C)c1=O | 0.0 | -1 | -1.2 | 3
COc1ccc(-c2noc(N3CCC(C(=O)Nc4cccc(Cl)c4)CC3)n2)cc1 | -0.1 | -5 | 4.3 | -2
Cc1nn(-c2ccc(N3CCN(S(=O)(=O)c4cccc(Cl)c4)CC3)nn2)c(C)c1C | 0.5 | -2 | 0.7 | 0
Cc1occc1C(=O)Nc1nnc(C2CCCCC2)s1 | 0.9 | 29 | -2.0 | -10
Cc1cc(C(=O)COC(=O)c2ccc(N)c([N+](=O)[O-])c2)c(C)n1Cc1ccccc1Cl | 0.2 | 6 | -2.3 | 4
CN(C)CCNc1ccc2ncc(-c3cccc(Cl)c3)n2n1 | -0.1 | 12 | 1.7 | -20
Cc1nc(NCc2cccc3c2OCO3)sc1-c1ccn(C)n1 | 0.1 | 0 | 0.4 | -30
CC1=C(C(=O)c2ccccc2)C(c2cccc(Cl)c2)NC(=O)N1 (stereo unspecified) | -0.1 | 0 | 0.3 | -7
CCOC(=O)c1ccc(N2C(=O)C(CC(N)=O)N(CCc3ccc(OC)c(OC)c3)C2=S)cc1 (stereo unspecified) | -0.1 | 5 | 3.1 | 2
CSc1nnc2c(n1)OC(/C=C/c1ccccc1)Nc1ccccc1-2 (stereo unspecified) | -0.1 | -9 | -0.6 | -29
Cc1ccnc(SC2CC(=O)N(c3ccc(-c4ccccc4)cc3)C2=O)n1 (stereo unspecified) | -0.1 | -5 | 0.4 | -2
Nc1ccc(-c2nc3ccc(Cc4ccc5nc(-c6ccc(N)cc6)[nH]c5c4)cc3[nH]2)cc1 | -0.1 | -2 | 0.1 | 12
CCOc1ccc(NC(=O)c2cc(-c3ccc(Cl)s3)nc3ccccc23)cc1 | 0.1 | 7 | -0.3 | -7
COc1ccccc1NC(=O)C1=C(C)NC(SCC(=O)Nc2ccc(I)cc2)=C(C#N)C1c1ccccc1 (stereo unspecified) | 0.0 | -6 | -1.3 | -11
O=C(O)/C(=C\c1ccc(Cl)cc1)NC(=O)c1cccc2ccccc12 | -0.1 | -10 | -1.0 | 8
Cc1nn(-c2ccccc2)c(C)c1N1CCN(C(=O)c2cc(-c3ccco3)on2)CC1 | -0.1 | -1 | 0.9 | -20
O=C(NNC(=O)c1sc2ccccc2c1Cl)c1ccc(F)cc1 | 0.0 | 6 | -1.2 | -22
COc1ccc(OC)c(CCNc2ccc3nnc(-c4ccc(F)cc4)n3n2)c1 | 0.1 | 1 | 2.2 | 1
CC(=O)NS(=O)(=O)c1ccc(NC(=O)/C=C/c2ccc(C)o2)cc1 | -0.1 | 15 | 0.4 | 16

Complete entries, looked up by structure. Order of screens: FBW7 activator, MITF primary, GPR151 activ, TEAD-YAP inh
Cn1c(=O)c2c(nc(NCc3ccccc3)n2Cc2c(F)cccc2Cl)n(C)c1=O across the screens: 0.0, -1, -1.2, 3
COc1ccccc1NC(=O)C1=C(C)NC(SCC(=O)Nc2ccc(I)cc2)=C(C#N)C1c1ccccc1 (stereo unspecified) across the screens: 0.0, -6, -1.3, -11
CCOC(=O)c1ccc(N2C(=O)C(CC(N)=O)N(CCc3ccc(OC)c(OC)c3)C2=S)cc1 (stereo unspecified) across the screens: -0.1, 5, 3.1, 2

More results:
SMILES | FBW7 activator | MITF primary | GPR151 activ | TEAD-YAP inh
Cc1nn(CC(=O)NCc2ccc3c(c2)OCO3)c(=O)c2cccn12 | 0.6 | 7 | 0.5 | 11
Cc1nc(Nc2ccccc2F)c2c3c(sc2n1)CCC3 | -0.1 | -11 | -1.5 | -3
CCC(C(=O)NCc1ccccc1)n1c2ccccc2c2cn[nH]c(=O)c21 (stereo unspecified) | 0.1 | 8 | 1.5 | 13
COc1cccc(Cn2c(=O)c3ccccc3n3nc(C)cc23)c1 | 0.0 | 1 | 0.9 | 1
CCNC(=S)NNc1ccc(C)cc1C | -0.1 | 10 | -1.7 | 8
CN1C(=O)N(CCO)C2NC(=O)NC21 (stereo unspecified) | -0.1 | 1 | 0.1 | -6
O=C(CCc1nc(-c2ccccc2Cl)no1)NC1CCCCC1 | -0.1 | -10 | -0.7 | -14
FC(F)(F)c1ccc(Cn2cnc3c(NCc4ccccc4)nc(-c4ccc(N5CCOCC5)nc4)nc32)cc1 | -0.1 | 7 | 1.4 | 11
CC(=O)NC(=S)Nc1ccccc1F | 0.1 | -7 | -1.3 | -16
COc1cccc(OCC(=O)Nc2ccc(-c3cn[nH]c3)cc2N2CCC(N(C)C)CC2)c1 | -0.1 | -7 | -1.7 | 12
CCc1ccc(-n2c(C)nc3cc(C(=O)NCCc4ccc(OC)c(OC)c4)ccc32)cc1 | 0.0 | -5 | 5.1* | 8
CC(C)(C)n1nc2c(c1NC(=O)C13CC4CC(CC(C4)C1)C3)CSC2 | 0.0 | -4 | -0.7 | -6
CC(NC(=O)c1cccc(Cl)c1)c1ccccc1 (stereo unspecified) | 0.0 | -7 | 0.9 | 12
C=CCn1c(=O)c2c(nc3n(-c4cccc(Cl)c4C)c(C)c(C)n23)n(C)c1=O | 0.2 | 5 | -0.5 | 3
COc1cc(OC)cc(-n2c(-c3ccncc3)n[nH]c2=S)c1 | 0.0 | 3 | 0.2 | 3
CCOC(=O)C1=C(C)N(c2ccccc2)C(=S)NC1c1ccc(Cl)cc1 (stereo unspecified) | -0.2 | 13 | -1.4 | -6
O=C(CSc1nnnn1-c1ccc(C(=O)O)cc1)Nc1cccc2ccccc12 | 0.1 | 3 | -1.7 | 1
CC(C)(C)C1CCC(C(=O)Nn2c(-c3cccc(Cl)c3)nc3ccccc3c2=O)CC1 (stereo unspecified) | 0.0 | -17 | -0.4 | 2
CC1=C(C#N)c2nc(N)c(C#N)c(C)c2/C1=C/c1ccc(OC(C)C(=O)O)cc1 (stereo unspecified) | 0.0 | 33 | -1.5 | 1
CCOc1cc(/C=C2/SC(=Nc3cccc(C)c3)NC2=O)ccc1OCc1cccc2ccccc12 | -0.1 | -2 | -0.9 | -8
CN(C)Cc1ccccc1-c1cnc2c(Nc3cccc(C(F)(F)F)c3)nccn12 | 0.0 | -2 | 1.0 | 3
COc1ccc(C2C(S(C)(=O)=O)=C(O)C(=O)N2c2ccccc2)cc1 (stereo unspecified) | 0.1 | 14 | 0.5 | 6
COc1ccc(C2C(=O)N(CCc3ccccc3)CC(=O)N2C2CCCCC2)cc1 (stereo unspecified) | 0.2 | 1 | 0.2 | 5
CCn1c2c(c(=O)[nH]c1=O)C(c1ccc(C)cc1)C1=C(N2)c2ccccc2C1=O (stereo unspecified) | -0.1 | 5 | 0.0 | 31
CCOc1ccc(CCNS(=O)(=O)c2ccc(F)cc2)cc1OCC | 0.1 | 9 | -0.6 | 1
CCCOc1ccc(C(=O)Nc2ccc3oc(-c4ccc5ccccc5c4)nc3c2)cc1 | -0.2 | -8 | 0.1 | -3
O=C(COc1ccc(CO)cc1)Nc1ccc(F)cc1 | 0.5 | 11 | -1.8 | -7
Brc1ccccc1Nc1ncnc2c1cnn2Cc1ccccc1 | 0.0 | 13 | 0.4 | 5
COC(=O)c1ccc(NC(=O)c2cn(-c3ccccc3)nc2-c2ccc(OC)c(OC)c2)cc1 | 0.0 | -5 | 1.2 | -2
CN1C=CC=C/C1=C1\SC(=S)N(N)C1=O | -0.4 | 4 | 0.7 | 5

Screening data (PubChem BioAssay)
